Source: PubChem (Sanford-Burnham Center for Chemical Genomics)
MKP-3 inhibition = MKP-3 phosphatase inhibitors, primary screen, biochemical, rat enzyme, in vitro (AID 425) | recombinant MKP-3 phosphatase activity, fluorescence; higher % means a stronger effect | inhibition, % at 20 µM; hits with a dose series show IC50 in µM | 0.17% of 110,000 active; in the data active means inhibition above about 50%;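 further: plate controls were vehicle for no effect and reference inhibitor for full effect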
Hsp70 displacement = Hsp70 inhibitors, probe displacement, primary screen, biochemical, fluorescence polarization (AID 583); Hsp70 fluorescence polarization probe displacement, mP; higher % means a stronger effect; displacement, % at 20 µM, or IC50 in µM where a hit was titrated; Heat shock 70 kDa protein 1A (Homo sapiens); 0.06% of 140,000 active; in the data active means displacement above about 50%;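 further: plate controls were vehicle for no effect and reference ligand for full effect; a part of the inactive calls stands beside numbers as strong as those of hits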
Starred values were filed as active, the others as inactive; · = not tested or not shown; & = joins results of further samples. Some of the compounds tested. The share of hits here may be higher or lower than overall.

SMILES	MKP-3 inhibition	Hsp70 displacement
CC12CN3CC(C)(CN(C1)C3c1cccnc1)C2=O (stereo unspecified)	-22%	-1.6%
O=C(Cc1ccccc1)Oc1cccc(N2C(=O)CCC2=O)c1	-10%	0.6%
CCOC(=O)C1=C(N)Oc2cc(C)oc(=O)c2C12C(=O)N1c3c(cc(OC)cc32)C(C)=CC1(C)C (stereo unspecified)	-6%	0.6%
CCCCn1c(O)c(C(C)=NCCCn2ccnc2)c(=O)[nH]c1=O	·	-3.1%
O=C(COc1ccc(Cl)cc1Cl)N1CCN(C/C=C/c2ccccc2)CC1	·	-2.1%
CCOCCCN=Cc1c(O)n(Cc2ccccc2)c(=O)[nH]c1=O	-12%	3.7%
CCCCC1(C)NCCN2C(=O)CSC21 (stereo unspecified)	3%	1.0%
O=C(c1cc2nc(-c3ccccc3)cc(-c3ccccc3)n2n1)N1CCC2(CC1)OCCO2	1%	-4.9%
O=P(OCC(F)(F)C(F)F)(N1CCOCC1)N1CCOCC1	-5%	-3.0%
Cc1ccc(C2C(S(C)(=O)=O)=C(O)C(=O)N2c2ccccc2)cc1 (stereo unspecified) (tested in a mixture with another compound)	-4%	3.8%
Cn1c(O)c(C=NCc2ccco2)c(=O)n(C)c1=O	1%	0.4%
OC(C#CCN1CCOCC1)(c1ccccc1)C1CCCC1 (stereo unspecified)	·	0.5%
O=C(CNS(=O)(=O)c1ccc(Br)s1)N1CCC2(CC1)OCCO2	8%	-3.5%
C=CCc1cc(/C=C2\C(=O)NC(=O)N(c3cc(C)cc(C)c3)C2=O)cc(OC)c1O	5%	46%
CC(C)c1cccc(C(C)C)c1OCCn1ccnc1	0%&0%	-2.9%&6.9%
Cc1c(N=Cc2c(O)n(Cc3ccco3)c(=O)[nH]c2=O)c(=O)n(-c2ccccc2)n1C	2%	-2.0%
Cc1ccc(OCC(=O)N2CCN(CC3CC4C=CC3C4)CC2)cc1 (stereo unspecified)	-12%	8.4%
CC(C)C(=O)N1CCN(CCN=Cc2c(O)n(C)c(=O)n(C)c2=O)CC1	-11%	2.0%
CN1C(=O)C(=Cc2ccc(-c3cccc(C(=O)O)c3)o2)C(=O)N(C)C1=O	2%	2.0%
O=c1[nH]c(=O)n(CCC2=CCCCC2)c(O)c1C=Nc1cccc(F)c1	·	3.2%
O=C(Cn1c(=O)c(C(F)(F)F)nc2ccccc21)N1CCC2(CC1)OCCO2	-7%	3.1%
CCCC(C)(COC(N)=O)COC(=O)NC(C)C (stereo unspecified)	-7%	-5.5%
C=CCn1c(O)c(C=Nc2ccc(OC)cc2C)c(=O)[nH]c1=O	2%	8.8%
COCc1cc(C2SCC(=O)Nc3c2c(=O)[nH]n3C(C)C)ccc1OC (stereo unspecified)	-14%	5.6%
CN1CCC(N(C)c2ncnc3ccc(Br)cc23)CC1	0%	4.4%

The listing continues:
SMILES	MKP-3 inhibition	Hsp70 displacement
O=C(COc1ccc(Cl)cc1)N1CCN(C/C=C/c2ccccc2)CC1	·	-3.3%
CCc1nc2ccccc2c(=O)n1-c1cccc([N+](=O)[O-])c1	-1%	-3.7%
O=C(C(Cc1ccccc1)NS(=O)(=O)c1cccc2nsnc12)N1CCC2(CC1)OCCO2 (stereo unspecified)	-4%	0.3%
O=C1CC(=O)N(c2ccc3c(c2)OCO3)C(=O)N1	-15%	-3.1%
CN=C(SCc1ccccc1)c1c(O)n(C)c(=O)n(C)c1=O	-12%	-6.2%
Nc1nnc(CCN2CCCCC2)s1	·	-2.1%
O=P(O)(O)COc1ccccc1O	2%	-3.0%
COc1ccc(/C=C2\CC3C4CC=C5CC(O)CCC5(C)C4CCC3(C)C2O)cc1 (stereo unspecified)	3%	1.1%
Cc1nc2c(Cl)cc(Cl)cc2c(=O)n1-c1ccccc1F	3%	-0.7%
Cc1cccc(-n2c(-c3ccc(Cl)cc3Cl)nc3ccccc3c2=O)n1	2%	2.5%
COc1ccccc1CCN(Cc1ccco1)Cc1ccco1	4%	1.1%
CC1=CC(=C2C(=O)NC(=S)NC2=O)C=C(C(F)(F)F)N1C	·	6.7%
O=C1C2CCN(CC2)C1Cc1ccccc1O (stereo unspecified)	0%	-0.1%&-3.3%
CCOc1ccc(CNCCc2ccc3c(c2)OCO3)cc1	2%	-0.7%
O=C(C1CC(c2ccccc2O)=NO1)N1CCC2(CC1)OCCO2 (stereo unspecified)	·	3.7%
COc1cc(/C=C/[N+](=O)[O-])cc(Br)c1O	2%	1.0%
C(=NCCCN1CCOCC1)c1c[nH]c2ccccc12	-4%	-0.7%
Cc1ccccc1-n1c(/C=C/c2ccc3c(c2)OCO3)nc2ccccc2c1=O	2%	-0.6%
COc1ccc(-n2c(O)c(C(C)=NCCCn3ccnc3)c(=O)[nH]c2=O)cc1	·	-2.7%
COc1ccccc1-n1c(/C=C/c2ccc3c(c2)OCO3)nc2ccccc2c1=O	2%	-0.1%
Cc1ccc(N2C(=O)CC(=O)NC2=S)cc1	-4%	0.2%
COc1ccc(CC(=O)N2CCN(C)CC2)cc1	·	-1.8%
CC(=NCCCn1ccnc1)c1c(O)n(C)c(=O)n(C)c1=O	-13%	0.8%
Fc1ccc(CNCCc2c[nH]c3ccccc23)cc1	0%	0.9%
O=[N+]([O-])N=C1NCN(c2ccc(Cl)cc2)CN1	3%	4.7%

The list goes on.
SMILES	MKP-3 inhibition	Hsp70 displacement
O=[N+]([O-])c1ccc(CN2CCN(Cc3ccccc3F)CC2)cc1	-1%	2.9%
CSCCC(N=Cc1c(O)n(-c2ccc(Br)cc2)c(=O)[nH]c1=O)C(=O)OC(C)(C)C (stereo unspecified)	·	3.6%
O=c1c2ccccc2nc(-c2cccnc2)n1-c1ccc(Br)cn1	0%	1.8%
Cc1ccc(-n2c(/C=C/c3c[nH]c4ccccc34)nc3ccccc3c2=O)cc1	-1%	-3.2%
O=c1cccc2n1CC1CC2CN(Cc2ccc3c(c2)OCO3)C1 (stereo unspecified)	8%	4.5%
CC(C)C(=O)c1cn(Cc2ccccc2C#N)c2ccccc12	-2%	0.3%
CCC(=O)N1c2ccc(S(=O)(=O)CCC(=O)N3CCC4(CC3)OCCO4)cc2CC1C (stereo unspecified)	5%	3.4%
CCNc1cc2oc(=O)cc(C(F)(F)F)c2cc1C	2%	45%
COC(=O)c1c(NC(=O)C23CC4CC(CC(C4)C2)C3)sc2c1CCCC2	1%	0.5%
CC(=NCc1ccco1)c1c(O)n(Cc2ccccc2)c(=O)[nH]c1=O	-3%	2.2%
COc1ccc(C2=NCc3nnc(C)n3-c3ccc(Cl)cc32)cc1Cl	·	0.4%
CC(=NCCN1CCOCC1)c1c(O)n(C2CCCCC2)c(=O)[nH]c1=O	-4%	-5.3%
CN(C)c1ccc(NC(=O)CN2C(=O)CN=C(c3ccccc3)c3ccccc32)cc1	11%	3.2%
O=C(N1CCN(c2ccccc2)CC1)C(O)(c1ccccc1)c1ccccc1	1%	2.8%
CC12CN3CC(C)(CN(C1)C31CCSCC1)C2=O	-11%	0.4%
Cn1c(=O)cc(OCC(=O)N2CCN(C3CCCCC3)CC2)c2ccccc21	-6%	-1.5%
OC12CCCCC1C(c1ccc(Br)cc1)NCC2 (stereo unspecified)	-1%	7.5%
CN(C)[C@@H]1C(=O)C(C(N)=O)=C(O)[C@@]2(O)C(=O)C3=C(O)c4c(O)cccc4[C@@](C)(O)[C@H]3C[C@@H]12	1%	17%
O=C1NC(c2cccnc2)Nc2sc3c(c21)CCCC3 (stereo unspecified)	·	0.1%
Cn1ccnc1P(=S)(c1nccn1C)c1nccn1C	-7%	-4.2%
O=C1NC(=O)C(=Cc2ccc(OCc3cccc(C(=O)O)c3)cc2)C(=O)N1	-1%	2.6%
Cc1ccccc1N1C(=O)CC(=O)NC1=O	0%	·
CCCNC(=O)c1c(N)n(Cc2ccc3c(c2)OCO3)c2nc3ccccc3nc12	-1%	-10%
C=CCN1C(=O)/C(=C\c2ccc(C)o2)C(=O)NC1=S	9%	-24%
CNC(C(=O)c1ccccc1)C(OC(C)C)c1ccc(Cl)cc1 (stereo unspecified)	·	2.7%

Going on with the list.
SMILES	MKP-3 inhibition	Hsp70 displacement
COP(=O)(CC(=O)O)c1ccccc1 (stereo unspecified)	·	4.5%
CCC(=O)Nc1ccc(N2CCN(CC)CC2)c(Cl)c1	·	1.0%
COc1ccc(OC)c([C@@H](O)[C@H](C)NC(C)(C)C)c1	-16%	-0.2%
O=P(NS(=O)(=O)c1ccc(Br)cc1)(Oc1ccccc1)Oc1ccccc1	·	2.3%
COc1ccc(-c2nc3ccccc3c(=O)n2-c2ncccc2C)cc1	3%	-0.9%
CCC(=O)c1cc(F)c(N2CCN(CC)CC2)cc1C	·	6.4%
O=C1NC(=O)N(c2ccccc2)C(=O)/C1=C/C=C/c1ccccc1[N+](=O)[O-]	2%	-1.4%
COC(=O)[C@@H]1[C@@H](C(=O)OC)C2(c3ccccc3-c3ccccc32)N(c2ccc(Cl)cc2)N1C#N	·	-2.3%
CCN1/C(=C\C=C\C2=[N+](CC)c3ccccc3C2(C)C)C(C)(C)c2ccccc21	·	-102%
O=c1c2ccccc2nc(-c2ccccc2F)n1-c1ccc(Cl)cc1	3%	-0.9%
CCOC(=O)C1=C(N)Oc2cc(C)oc(=O)c2C12C(=O)N1c3c(cccc32)C(C)CC1(C)C (stereo unspecified)	-4%	3.6%
CC1CCCC(C2(O)C(=O)Nc3ccccc32)C1=O (stereo unspecified)	-1%	5.1%
COc1cc(/C=C(\C)[N+](=O)[O-])cc(OC)c1OC	0%	1.9%
CCn1cc(C(=O)c2cccs2)c2ccccc21	·	0.7%
Cc1cccc(CN2CCN(Cc3ccc(F)cc3)CC2)c1	3%	-1.3%
COc1ccc(CCn2c(O)c(C=NC3CC3)c(=O)[nH]c2=O)cc1OC	-8%	-0.2%
COC(=O)C(O)(c1c(C)[nH]c2ccccc12)C(F)(F)F (stereo unspecified)	·	3.6%
OC12Oc3ccccc3C=C1N1CCC2CC1 (stereo unspecified)	-4%&-1%	-0.4%&0.8%
CN1CCN(C(=O)OC2c3nccnc3C(=O)N2c2ccc(Cl)cn2)CC1 (stereo unspecified)	4%	·
CCN1C(=O)/C(=C/c2ccoc2)C(=O)NC1=S	107%*	74%*
ON1C2CCCCC2N(O)C1c1ccccc1 (stereo unspecified)	·	1.1%
CN1C(=O)C(Cc2c[nH]c3ccccc23)C(=O)N(C)C1=O	-11%	3.8%
COc1ccc(OCC(=O)N2CCN(Cc3c[nH]c4ccccc34)CC2)cc1	-8%	0.2%
Cc1ccc2c(c1)CC1(CN2C)C(=O)NC(=O)N(c2cc(C)ccc2C)C1=O (stereo unspecified)	-10%	0.9%
CCCOP(=O)(O)c1c([N+](=O)[O-])cc(C(F)(F)F)cc1[N+](=O)[O-] (tested in a mixture with another compound)	·	-3.2%

Reprinted at random: 2 entries already listed, in no set order.
SMILES	MKP-3 inhibition	Hsp70 displacement
Cc1cccc(CN2CCN(Cc3ccc(F)cc3)CC2)c1	3%	-1.3%
CC(C)C(=O)N1CCN(CCN=Cc2c(O)n(C)c(=O)n(C)c2=O)CC1	-11%	2.0%

Sorted by SMILES length (lowest first): six of the compounds above.
SMILES	MKP-3 inhibition	Hsp70 displacement
ON1C2CCCCC2N(O)C1c1ccccc1 (stereo unspecified)	·	1.1%
OC12Oc3ccccc3C=C1N1CCC2CC1 (stereo unspecified)	-4%&-1%	-0.4%&0.8%
CCC(=O)Nc1ccc(N2CCN(CC)CC2)c(Cl)c1	·	1.0%
COC(=O)C(O)(c1c(C)[nH]c2ccccc12)C(F)(F)F (stereo unspecified)	·	3.6%
O=c1c2ccccc2nc(-c2ccccc2F)n1-c1ccc(Cl)cc1	3%	-0.9%
CN1CCN(C(=O)OC2c3nccnc3C(=O)N2c2ccc(Cl)cn2)CC1 (stereo unspecified)	4%	·

Next records follow.
SMILES	MKP-3 inhibition	Hsp70 displacement
OCC1(CO)COC(c2cccnc2)N1 (stereo unspecified)	-4%	1.8%
O=c1cc(C(F)(F)F)c2cc3c4c(c2o1)CCCN4CCC3	·	102%
CCOC(=O)N(c1ccccc1)P1(=S)OCCO1	3%	-0.9%
CCOC(=O)C1SC2(C(F)(F)F)CC1(O)c1c(C)cc(C)nc1O2 (stereo unspecified)	·	2.5%
CCN(CC)CCNC(=O)CN1CCCC1=O	-3%	4.9%
Cc1ccc2c(c1)C(c1ccccc1)NCC(=O)N2 (stereo unspecified)	-13%	3.1%
COc1cc(C2SCC(=O)Nc3c2c(C)nn3-c2ccccc2)cc(OC)c1OC (stereo unspecified)	·	2.4%
O=[N+]([O-])N=C1NCN(c2cccc([N+](=O)[O-])c2)CN1	0%	0.2%
CCCCOc1ccc(CC2C(=O)N(C)C(=O)N(C)C2=O)cc1	-6%	-2.4%
CCCCOP(=O)(CN1CCOCC1)OCCCC	·	-3.7%
CC(C)NS(=O)(=O)c1ccc(OCC(=O)N2CCN(C)CC2)cc1	-14%	0.5%
CN1CCC(n2nccc2N)CC1	6%	8.8%
COCCOC(=O)C1=C(N)Oc2c(c(=O)oc3ccccc23)C1c1ccncc1 (stereo unspecified)	0%	5.2%
Cc1ccccc1OP1(=O)OC(=O)c2cc(Cl)ccc2O1 (stereo unspecified)	6%	-4.7%
Cc1cc([N+](=O)[O-])nn1CC(=O)Nc1ccc(Cl)cc1C(=O)c1ccccc1	1%	1.9%
CCCCn1c(=O)c(C(=O)Nc2ccc(OC)cc2)c(O)c2ccccc21	0%	3.2%
CCCCCP(=O)(O)c1ccccc1	-4%&-3%	2.5%&3.2%
O=c1c2ccccc2nc(-c2ccc(Cl)cc2Cl)n1-c1nccs1	5%	-0.4%
Cc1ccc(S(=O)(=O)NC(CC(=O)N2CCC3(CC2)OCCO3)c2ccco2)cc1 (stereo unspecified)	7%	-2.1%
CCOC(=O)c1c(N)n(CCCOC(=O)c2ccco2)c2nc3ccccc3nc12	-12%	-0.7%
Cc1nn(-c2ccccc2)c(Cl)c1C1C(C#N)=C(N)Oc2c1c(=O)oc1ccccc21 (stereo unspecified)	-16%	-8.1%
